Source: PubChem
SIRT5 block – SIRT5 desuccinylase inhibitors, primary screen, biochemical, fluorescence imaging, single point, set 5; actives 1.1% (n = 330,000); AID 652115, 2013; inhibition, % at 15 µM; Purified SirT5, succinyl-peptide AMC, trypsin-coupled fluorescence; NAD-dependent protein deacylase sirtuin-5, mitochondrial (Homo sapiens), Q9NXA8; in the data active = inhibition above about 15%; inconclusive = no clear call, values can overlap the other calls
ERp5 inh – inhibitors of ERp5-driven insulin aggregation, primary screen, biochemical, turbidity, absorbance 650 nm, single point; actives 0.05% (n = 350,000); Protein disulfide-isomerase A6 (Homo sapiens), Q15084; AID 651711, 2012; 90 min; inhibition, % at 9.99 µM;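 active = mean replicate inhibition above about 25%, with every replicate also reaching it, limit read from the data, passing the limit was not always enough; inconclusive = only one of those two criteria met; inactive = neither criterion met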
Target sequence (Q15084 whole entry, looked up): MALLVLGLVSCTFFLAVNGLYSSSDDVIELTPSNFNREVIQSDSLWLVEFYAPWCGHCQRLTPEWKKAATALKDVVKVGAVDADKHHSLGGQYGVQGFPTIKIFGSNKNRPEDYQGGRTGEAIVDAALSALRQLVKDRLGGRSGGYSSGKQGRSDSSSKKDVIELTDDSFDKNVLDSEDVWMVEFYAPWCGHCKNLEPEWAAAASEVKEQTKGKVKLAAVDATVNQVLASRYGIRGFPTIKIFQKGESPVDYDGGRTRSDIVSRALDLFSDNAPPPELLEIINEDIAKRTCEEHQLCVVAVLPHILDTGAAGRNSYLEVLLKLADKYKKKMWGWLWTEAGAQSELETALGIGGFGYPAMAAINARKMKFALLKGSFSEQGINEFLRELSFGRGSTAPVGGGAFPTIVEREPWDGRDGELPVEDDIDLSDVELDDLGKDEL
PglD DTNB – C. jejuni PglD acetyltransferase inhibitors, primary screen, biochemical, DTNB colorimetric, single point; UDP-N-acetylbacillosamine N-acetyltransferase PglD (Campylobacter jejuni); purified PglD enzyme, DTNB colorimetric CoA detection; inhibition, % at 12.5 µM; actives 0.098% (n = 360,000); in the data active = inhibition above about 16%, passing the limit was not always enough; inconclusive = no clear call, values can overlap the other calls; also: strong numbers were not always called active
E-selectin induc – E-selectin induction in HUVECs, primary screen, imaging, HUVEC, immunofluorescence imaging, single point. normalized: neutral wells 0, TNF-alpha wells 100. P16581. AID 686992, 2013. activation, % at 7.58 µM. actives 0.37% (n = 260,000);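 active = mean E-selectin-positive cell signal at least 10% of the positive control, reached in at least 60% of replicates, without over 20% cell loss; inconclusive = no rule given, readout overlaps actives, possibly toxicity-flagged; inactive = the rest, including those meeting only one limit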;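 also: in these data hits start at about 27%; measured in HUVEC primary endothelial cells; signal is the percent of cells scored E-selectin positive by PE staining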
Target sequence (P16581 whole entry, looked up): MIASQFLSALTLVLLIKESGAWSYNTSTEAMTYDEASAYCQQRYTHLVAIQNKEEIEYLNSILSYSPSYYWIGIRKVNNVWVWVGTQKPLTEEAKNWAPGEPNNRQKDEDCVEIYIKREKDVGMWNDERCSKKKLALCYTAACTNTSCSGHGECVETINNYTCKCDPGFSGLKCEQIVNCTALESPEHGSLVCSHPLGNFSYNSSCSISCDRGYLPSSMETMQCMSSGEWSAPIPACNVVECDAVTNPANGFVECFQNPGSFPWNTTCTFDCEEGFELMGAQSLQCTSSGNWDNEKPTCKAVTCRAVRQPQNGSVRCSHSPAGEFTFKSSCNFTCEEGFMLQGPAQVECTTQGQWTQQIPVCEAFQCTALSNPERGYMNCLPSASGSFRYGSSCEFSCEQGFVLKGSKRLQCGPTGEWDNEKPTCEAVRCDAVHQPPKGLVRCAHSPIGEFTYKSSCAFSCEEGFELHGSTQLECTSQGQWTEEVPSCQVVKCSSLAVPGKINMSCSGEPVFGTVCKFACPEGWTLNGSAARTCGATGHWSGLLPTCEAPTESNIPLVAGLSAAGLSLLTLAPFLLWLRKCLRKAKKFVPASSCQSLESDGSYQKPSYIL
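assay system = HUVEC, human umbilical vein endothelial cells | input = 3,000 HUVEC seeded per well | medium = EGM-2 growth medium on 0.1% gelatin-coated wells | dosing = one compound dose added by pin transfer | signal = immunofluorescence imaging | read-out basis = % PE-positive cells | control set = TNF-alpha, DMSO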
C2C12 statin – suppressors of statin myotoxicity in C2C12 myotubes, primary screen, cell-based, single point, plate reader | C2C12 myotubes + simvastatin, ATP luminescence, 48 h; scaled: DMSO 0, geranylgeraniol control 100 | rescue of ATP level, % at 7.49 µM | actives 0.78% (n = 330,000) | AID 602340, 2012;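 active = mean ATP rescue above about 67%, or every replicate alone reaching that limit, limit read from the data, passing the limit was not always enough; inconclusive = no clear call, values can overlap the other calls; inactive = mean under the limit and some replicate under it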;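 also: myotubes were challenged with 10 µM simvastatin during compound exposure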
S100A4 inh HTS – inhibitors of S100A4-myosin IIA peptide binding, primary screen, biochemical, fluorescence polarization, TAMRA-MyoIIA peptide. Protein S100-A4 (Homo sapiens), P26447. inhibition, % at 10.7 µM. actives 0.14% (n = 360,000). AID 652163, 2013;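 active = mean inhibition of at least 70% across replicates, with every replicate also reaching that level; inconclusive = mean inhibition reaches 70% but some replicates fall short; inactive = mean inhibition below 70%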
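Material: human S100A4 monomer with TAMRA-labelled myosin IIA peptide; buffer or medium: HEPES pH 7.2 with CaCl2, KCl, NaCl, DTT, Triton; compound dosing: one concentration per compound; schedule: 5 min incubation before reading; benchmarks: neutral control DMSO, positive control TFP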
DENV2 CPE rescue – inhibitors of DENV2 cytopathic effect, primary screen, cell-based, plate reader, single concentration; DENV2-infected cells, cytopathic effect rescue; CPE inhibition, % at 9.99 µM; actives 1.7% (n = 350,000); in the data active = CPE inhibition above about 20%, passing the limit was not always enough; inconclusive = no clear call, values can overlap the other calls; tested in BHK-21 cells;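 also: 0% = median of neutral control wells and 100% = median of positive control wells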
Numbers without * were called inactive; ? = inconclusive; · = no result given. A portion of the library; the hit share may differ from the screen's.

Values run as follows: SIRT5 block	ERp5 inh	PglD DTNB	E-selectin induc	C2C12 statin	S100A4 inh HTS	DENV2 CPE rescue
(1) COc1ccccc1Nc1cc(C(=O)NCc2cccnc2)c2ccccc2n1
 : -3	2	·	5.9	0	24	1
(2) O=C(c1cc(COc2ccc(F)c(F)c2)on1)N1CCN(C2CCCCC2)C(=O)C1
 : -3	-15	-6	·	9	0	-3
(3) Cc1ccccc1NC(=O)CC(C)S(=O)(=O)c1ccc2c(c1)NC(=O)CO2 (centres undefined)
 : -2	·	0	·	4	-3	4
(4) O=C(COc1ccc(Cl)cc1)NCCN1CCCC1
 : 2	-2	-6	·	-3	1	2
(5) Cc1ccc(NC(=O)C2C3CCC(O3)C2C(=O)O)c(Br)c1 (centres undefined)
 : 0	4	-3	·	-8	3	4
(6) COc1ccc(Br)cc1C(=O)N/N=C/c1cccnc1
 : -2	5	-2	·	3	7	1
(7) C[C@H](CO)N1C[C@H](C)[C@H](CN(C)C(=O)Nc2ccccc2)Oc2c(NC(=O)Nc3ccc(F)cc3)cccc2C1=O
 : 7	1	1	-0.3	7	1	-1
(8) Cc1cccc(C(=O)Nc2ccc3c(c2)C(=O)NC3=O)c1
 : 2	5	1	?	·	2	6
(9) Cc1ccc(NC(=O)CSc2nc3[nH]ncc3c(=O)[nH]2)c(C)c1
 : 3	-2	·	·	·	6	-2
(10) O=[N+]([O-])c1cccc(C2NCC(c3ccccc3Cl)c3c2[nH]c2ccccc32)c1 (centres undefined)
 : -9	0	·	0.1	·	0	4
(11) CCn1c(SCC(=O)N2CCCC2)nnc1-c1ccc(S(=O)(=O)N2CCCCCC2)cc1
 : -2	2	6	·	-3	-2	·
(12) CC(C)C(NC(=O)C1(NC(=O)OCc2ccccc2)CCCC1)C(=O)O (centres undefined)
 : 2	4	1	-0.1	1	-1	-12
(13) COc1cccc(-c2ccc([C@H]3[C@H](CO)N4CCCCN(CC5CCOCC5)C[C@@H]34)cc2)c1
 : -4	0	0	·	·	-4	-3
(14) COc1cccc(C(=O)Nc2ccc3c(c2)C(=O)N(C)[C@H]2CC[C@H](CC(=O)Nc4ccc5c(c4)CCCC5)O[C@@H]2CO3)c1
 : 8	-2	0	0.0	16	7	14
(15) CN1CCN(C(=O)C[C@H]2CC[C@@H]3[C@@H](COc4ccc(NC(=O)C5CCCC5)cc4C(=O)N3C)O2)CC1
 : 6	3	·	-0.1	·	5	-3
(16) Cc1cc(C)c(OCCNCc2ccccc2)c(C)c1
 : -2	0	3	·	-3	-1	13
(17) Cn1c2ccc(CC(=O)O)cc2c2cc(CC(=O)O)ccc21
 : ·	·	0	·	4	-14	·
(18) C[C@@H]1CN([C@@H](C)CO)C(=O)Cc2cc(NC(=O)C3CCCCC3)ccc2O[C@H]1CN(C)Cc1ccc(Oc2ccccc2)cc1
 : 3	-5	4	-0.3	88*	1	19
(19) O=C(Nc1cccc2ccccc12)NC1Cc2ccccc2C1
 : -1	0	0	0.1	2	-10	0
(20) O=C(c1ccccn1)N1CC(=O)N2[C@H](CO)[C@@H](c3ccc(C#CCc4ccccc4)cc3)[C@H]2C1
 : -1	6	·	0.1	·	-5	6

(continued)
Values run as follows: SIRT5 block	ERp5 inh	PglD DTNB	E-selectin induc	C2C12 statin	S100A4 inh HTS	DENV2 CPE rescue
(21) O=C(Nc1ccc(N2CCN(C(=O)c3ccccc3F)CC2)cc1)c1cncc(Br)c1
 : -2	9	-5	-0.1	·	-2	9
(22) Cc1csc2ncc(C(=O)Nc3ccc(C(F)(F)F)cc3)c(=O)n12
 : -3	1	-2	0.5	12	-4	-1
(23) CN(C(=O)c1ccc(NC(=O)Cc2cccc(NC(=O)C3CCCN(C(=O)C4CC4)C3)c2)cc1)C1CCCC1 (centres undefined)
 : ·	2	3	-0.1	10	0	1
(24) CCOC(=O)C1=C(Nc2ccccc2)CC(C)(O)C(C(=O)OCC)C1c1ccccc1 (centres undefined)
 : -1	2	4	-2.7	10	0	-4
(25) CCCNC(=O)C1CC(=O)N(c2ccc(OCC(=O)Nc3cc(C)cc(C)c3)cc2)C1 (centres undefined)
 : ·	0	3	0.2	11	-2	2
(26) C[C@H](CO)N1C[C@H](C)[C@H](CN(C)S(=O)(=O)c2cn(C)cn2)Oc2c(NC(=O)C3CCOCC3)cccc2C1=O
 : -2	-5	-2	0.0	23	11	-8
(27) COc1ccc(-n2c(Cc3cccn3C)nnc2SCC(=O)Nc2ccccc2OC)cc1
 : -3	8	2	0.9	10	-8	-1
(28) C[C@H](O)C#Cc1ccc2c(c1)O[C@H](CN(C)Cc1ccccc1)[C@@H](C)CN([C@H](C)CO)S2(=O)=O
 : 0	5	0	-0.1	-49	-16	4
(29) COc1ccc(NC(=O)C2C(c3ccccc3)C2(Cl)Cl)c(OC)c1 (centres undefined)
 : 4	2	-5	·	8	0	?
(30) CCCNC(=O)C[C@@H]1CC[C@@H]2[C@H](COC[C@H](O)CN2C(=O)Nc2ccc(Cl)c(Cl)c2)O1
 : 7	-2	1	0.1	0	42	-2
(31) Cc1cc(OCC(=O)NC(C)(C)C)ccc1Cl
 : -5	6	4	1.2	3	-2	3
(32) COCc1cc(C)n(CC(=O)Nc2ccc3c(c2)OCO3)c(=O)c1C#N
 : -2	·	3	·	1	-4	8
(33) C[C@H]1CN([C@@H](C)CO)C(=O)Cc2cc(NC(=O)Nc3ccc4c(c3)OCO4)ccc2O[C@@H]1CN(C)Cc1ccc(C(F)(F)F)cc1
 : 3	-2	4	·	32	10	6
(34) CN(CC(=O)Nc1cccc(F)c1)C(=O)Cn1cnc2c1c(=O)n(C)c(=O)n2C
 : -1	-2	·	3.3	·	8	2
(35) O=C(Cc1n[nH]c(=O)c2ccccc12)OCC(=O)c1ccc(OC(F)F)cc1OC(F)F
 : 0	4	4	·	14	-5	-6
(36) O=C(Nc1ccc(S(=O)(=O)Nc2nccs2)cc1)c1ccc(F)c(S(=O)(=O)N2CCOCC2)c1
 : -3	2	0	·	2	-8	1
(37) COc1ccccc1-n1cnnc1SCC(=O)N1CCOCC1
 : -22	3	-1	0.0	·	-5	4
(38) Cn1c(SCC(=O)N2CC(=O)Nc3ccccc32)nc2ccccc2c1=O
 : 0	·	3	2.9	4	-5	-12
(39) COc1ccc(OC)c(S(=O)(=O)N/N=C(/C)c2c[nH]c3ccccc23)c1
 : -2	4	9	0.8	11	-4	-3
(40) Cc1ccc(C(=O)NCCNC(=O)COc2ccc(Cl)cc2)cn1
 : 2	4	-4	·	8	-11	10

Structural class: those above containing bromine
Values run as follows: SIRT5 block	ERp5 inh	PglD DTNB	E-selectin induc	C2C12 statin	S100A4 inh HTS	DENV2 CPE rescue
(5) Cc1ccc(NC(=O)C2C3CCC(O3)C2C(=O)O)c(Br)c1 (centres undefined)
 : 0	4	-3	·	-8	3	4
(6) COc1ccc(Br)cc1C(=O)N/N=C/c1cccnc1
 : -2	5	-2	·	3	7	1
(21) O=C(Nc1ccc(N2CCN(C(=O)c3ccccc3F)CC2)cc1)c1cncc(Br)c1
 : -2	9	-5	-0.1	·	-2	9

(further entries)
[41] CCCCc1nnn2c1C1c3cc(-c4cccnc4)ccc3CCN1C(=O)C2 (centres undefined)
[42] C[C@@H]1CCCCO[C@@H](CN(C)Cc2ccc(Cl)c(Cl)c2)[C@H](C)CN([C@@H](C)CO)C(=O)c2cc(NC(=O)c3ccccc3)ccc2O1
[43] C[C@@H]1CCCCO[C@H](CN(C)C(=O)Nc2ccccc2)[C@@H](C)CN([C@H](C)CO)C(=O)c2cc(NC(=O)c3ccccc3)ccc2O1
[44] C[C@H](CO)N1C[C@H](C)[C@@H](CN(C)C)Oc2ccc(NC(=O)C3CC3)cc2CC1=O
[45] COc1cc(OC)cc(OCC(O)Cn2cnc3cc(C)c(C)cc32)c1 (centres undefined)
[46] CCOc1ccc(NC(=O)C2CCN(c3nnnn3-c3ccccc3)CC2)cc1
[47] O=C(N/N=C/c1ccco1)C1CC1c1ccccc1 (centres undefined)
[48] COc1cccc(N2C(=O)c3cccnc3C2O)c1 (centres undefined)

Screen / compound no.	41	42	43	44	45	46	47	48
SIRT5 block	4	13	-2	-6	-4	·	·	0
ERp5 inh	-10	5	1	0	2	·	10	3
PglD DTNB	·	-2	2	-1	5	-153	·	4
E-selectin induc	0.2	-0.3	·	-0.1	2.0	-1.0	1.5	0.0
C2C12 statin	·	·	·	2	16	2	·	-7
S100A4 inh HTS	-1	0	9	5	0	·	-4	-2
DENV2 CPE rescue	-1	2	-7	-6	2	·	0	-4

The last seven records of the part before are carried over, then new ones follow:
[42] C[C@@H]1CCCCO[C@@H](CN(C)Cc2ccc(Cl)c(Cl)c2)[C@H](C)CN([C@@H](C)CO)C(=O)c2cc(NC(=O)c3ccccc3)ccc2O1
[43] C[C@@H]1CCCCO[C@H](CN(C)C(=O)Nc2ccccc2)[C@@H](C)CN([C@H](C)CO)C(=O)c2cc(NC(=O)c3ccccc3)ccc2O1
[44] C[C@H](CO)N1C[C@H](C)[C@@H](CN(C)C)Oc2ccc(NC(=O)C3CC3)cc2CC1=O
[45] COc1cc(OC)cc(OCC(O)Cn2cnc3cc(C)c(C)cc32)c1 (centres undefined)
[46] CCOc1ccc(NC(=O)C2CCN(c3nnnn3-c3ccccc3)CC2)cc1
[47] O=C(N/N=C/c1ccco1)C1CC1c1ccccc1 (centres undefined)
[48] COc1cccc(N2C(=O)c3cccnc3C2O)c1 (centres undefined)
[49] CC(C)Cc1nc(SCc2cccnc2)c2c(=O)n(C)c(=O)n(C)c2n1
[50] COc1ccccc1-c1cnc2c(c1)C(=O)N([C@@H](C)CO)C[C@@H](C)[C@H](CN(C)C(C)=O)O2
[51] COc1ccccc1CNC(=O)Cn1cccc1C(=O)c1ccccc1
[52] Cc1ccc(S(=O)(=O)N(C)C[C@@H]2Oc3c(NC(=O)Nc4ccc(C(F)(F)F)cc4)cccc3C(=O)N([C@@H](C)CO)C[C@H]2C)cc1
[53] COC(=O)C[C@H]1CC[C@H]2[C@H](COc3ccc(NC(=O)c4cc(F)cc(F)c4)cc3C(=O)N2C)O1
[54] Nc1nnnn1/N=C/c1cc(Cl)ccc1O
[55] O=C(CCN1CCCCC1)N[C@H]1CC[C@@H](CCNC(=O)c2cc(Cl)cc(Cl)c2)O[C@H]1CO
[56] COc1ccc(CN(C)C[C@H]2OCCCC[C@H](C)Oc3ccc(NC(=O)c4ccncc4)cc3C(=O)N([C@@H](C)CO)C[C@H]2C)cc1

Screen / compound no.	42	43	44	45	46	47	48	49	50	51	52	53	54	55	56
SIRT5 block	13	-2	-6	-4	·	·	0	-12	1	-2	0	·	-2	0	5
ERp5 inh	5	1	0	2	·	10	3	12	9	·	-3	·	-1	6	0
PglD DTNB	-2	2	-1	5	-153	·	4	·	4	-1	1	-2	3	2	-3
E-selectin induc	-0.3	·	-0.1	2.0	-1.0	1.5	0.0	-0.5	0.1	·	0.4	0.0	0.1	-0.3	-0.1
C2C12 statin	·	·	2	16	2	·	-7	·	-4	5	-11	-24	-7	-11	·
S100A4 inh HTS	0	9	5	0	·	-4	-2	5	3	1	11	·	1	-39	2
DENV2 CPE rescue	2	-7	-6	2	·	0	-4	2	-6	12	5	1	-4	8	9
